Bioassay records deposited in PubChem by several laboratories.
m-calpain inh: inhibitors of pig calpain II, primary screen, biochemical, fluorogenic peptide substrate, 1536-well; purified calpain II, 30 min; inhibition, % at 16 µM; 220,000 compounds, 0.37% hits; AID 1236, 2008;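 active means inhibition above about 50%, limit read from the data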
eIF4E 4G PPI: eIF4E–eIF4G protein interaction inhibitors, primary screen, biochemical, uHTS, TR-FRET, eIF4GI fragment | Eukaryotic translation initiation factor 4E (Mus musculus) + Eukaryotic translation … | TR-FRET eIF4E-eIF4GI(517-606) binding, 2 h | inhibition, % at 21.7 µM | 220,000 compounds, 0.37% hits;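 active means inhibition above about 30%, limit read from the data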;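 further: 0% = full FRET control wells and 100% = background wells lacking eIF4GI fragment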
L929 necroptosis: inhibitors of zVAD-triggered necroptosis, primary screen, L929 cells | AID 1377, 2008 | 220,000 compounds, 0.38% hits | viability rescue, % at 10 µM | L929 zVAD necroptosis rescue, ATP luminescence, 24 h; with zVAD 60 µM;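 active means activation, scaled between plate controls, above about 75%, limit read from the data; inactive means activation under that limit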;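 further: 0% = zVAD with DMSO and 100% = DMSO alone without zVAD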
TNF necrop inh: inhibitors of TNF-alpha triggered necroptosis, primary screen, cell-based, Jurkat FADD-/-, single concentration. Jurkat FADD-/- TNF necroptosis rescue, ATP luminescence, 24 h; 0 = TNF only, 100 = no-TNF cells. activation (protection from cell death), % at 10 µM. 220,000 compounds, 0.068% hits;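 active means activation, meaning protection from cell death, of at least 50% relative to plate controls; inactive means activation below 50%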;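 further: necroptosis triggered by 40 ng/mL TNF-alpha added together with compound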
Mdm2 ligase inh: MDM2-luciferase reporter signal enhancers, primary screen, MDM2 E3 ligase inhibitor project, cell-based, luminescence, 1536-well | cell-based MDM2 ubiquitination luciferase reporter, 2 h; 0 = plate control, 100 = twice control, blank-subtracted | 210,000 compounds, 0.11% hits | signal enhancement, % at 5 µM | E3 ubiquitin-protein ligase Mdm2 (Homo sapiens), Q00987 | AID 1230, 2008;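 active means signal enhancement of 30% or more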;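 further: luminescence tracks abundance of the self-degrading MDM2-luciferase fusion protein; higher signal means inhibition of MDM2 E3 ligase activity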
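Timing – 2 h compound exposure at 37 °C · Assay system – mammalian cells stably expressing self-ubiquitinating, self-degrading MDM2 E3–luciferase fusion · Amount – 2000 cells seeded into each well · Measure – % luminescence enhancement versus blank-corrected plate control mean · Measured by – SteadyLite luminescence, 15 min reagent step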
Cl transport mod: KCC2 cotransporter modulators, thallium flux, primary screen, cell-based, HEK293 KCC2, FluoZin-2 fluorescence, MLSMR; Solute carrier family 12 member 5 (Homo sapiens), Q9H2X9; KCC2 cells, thallium flux FluoZin-2 fluorescence; B-score of Tl+ flux slope (higher = more flux/activation; lower = inhibition) at 10 µM; 190,000 compounds, 2.2% hits; AID 1456, 2008;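 active means thallium flux slope and its plate-corrected score both differing from the plate sample mean at a set confidence after two filtering rounds, in either direction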;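 further: slope of fluorescence scaled to starting intensity during 10 to 20 s after thallium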
Target sequence (Q9H2X9 whole entry, looked up): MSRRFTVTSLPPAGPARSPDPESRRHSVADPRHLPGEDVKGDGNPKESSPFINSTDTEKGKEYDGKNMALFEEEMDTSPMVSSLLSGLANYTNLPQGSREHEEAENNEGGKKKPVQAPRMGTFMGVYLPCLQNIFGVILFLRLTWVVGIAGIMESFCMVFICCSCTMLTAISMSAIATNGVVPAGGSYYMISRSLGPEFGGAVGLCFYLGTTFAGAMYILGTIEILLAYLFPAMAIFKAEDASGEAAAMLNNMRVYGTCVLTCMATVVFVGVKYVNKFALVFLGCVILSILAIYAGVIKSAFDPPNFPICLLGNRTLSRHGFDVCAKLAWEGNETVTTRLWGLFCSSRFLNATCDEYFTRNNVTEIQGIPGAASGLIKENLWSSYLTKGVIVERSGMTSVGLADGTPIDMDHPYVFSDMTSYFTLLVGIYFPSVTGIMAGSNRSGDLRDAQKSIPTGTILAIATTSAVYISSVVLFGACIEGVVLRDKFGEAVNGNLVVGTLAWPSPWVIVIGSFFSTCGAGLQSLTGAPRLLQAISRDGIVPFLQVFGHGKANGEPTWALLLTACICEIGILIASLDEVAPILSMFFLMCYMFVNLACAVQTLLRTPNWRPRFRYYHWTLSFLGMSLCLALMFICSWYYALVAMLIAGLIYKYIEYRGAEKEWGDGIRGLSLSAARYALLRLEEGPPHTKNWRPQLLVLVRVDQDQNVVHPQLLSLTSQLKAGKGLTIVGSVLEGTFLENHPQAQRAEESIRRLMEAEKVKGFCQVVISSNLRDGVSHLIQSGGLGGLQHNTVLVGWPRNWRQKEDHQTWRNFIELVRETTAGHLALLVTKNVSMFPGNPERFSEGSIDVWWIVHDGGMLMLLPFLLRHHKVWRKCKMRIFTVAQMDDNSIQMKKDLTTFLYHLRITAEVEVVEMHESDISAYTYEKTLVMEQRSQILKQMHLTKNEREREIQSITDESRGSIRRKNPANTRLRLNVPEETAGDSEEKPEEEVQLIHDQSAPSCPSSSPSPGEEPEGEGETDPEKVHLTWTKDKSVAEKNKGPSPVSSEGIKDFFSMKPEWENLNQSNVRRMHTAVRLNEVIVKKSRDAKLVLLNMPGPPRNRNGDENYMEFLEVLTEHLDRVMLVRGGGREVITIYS
EBV gp42 inh: Epstein-Barr virus gp42 inhibitors, primary screen, biochemical, uHTS, fluorescence polarization; Glycoprotein 42 (Epstein-Barr virus (strain AG876)), Q1HVG2; Fluorescence polarization binding assay, mP read-out; inhibition, % (tested at 21.74 µM); 220,000 compounds, 0.42% hits; AID 1085, 2008; in the data active means inhibition above about 50%
Rad51 HR inh: human RAD51 strand exchange inhibitors, primary screen, biochemical, fluorescence; DNA repair protein RAD51 homolog 1 (Homo sapiens), Q06609; hRad51 DNA strand exchange, fluorescence dequenching; inhibition, % at 10 µM; 200,000 compounds, 0.085% hits;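 active means inhibition above 40% at the single screening dose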;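 further: 0% = DMSO control wells and 100% = blanks with heterologous ssDNA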
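Material: hRad51 filaments on single-stranded DNA; Reagent: Donor/quencher-labelled 47-bp dsDNA substrate; Compound: 10 µM final, single point; Schedule: 37 °C 15-min filament assembly, 30-min compound preincubation, 15-min exchange; Technique: FRET fluorescence, excitation 485 nm, emission 520 nm; Benchmarks: control wells and blank wells on each plate.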
PERK inhibitor: block of dimerizer-induced PERK translation repression, primary screen, PERK inhibitor project, CHO PERK-DD cells, SEAP luminescence, HTS. CHO PERK-DD fusion, SEAP luminescence translation reporter. inhibition, % at 5.6 µM. 220,000 compounds, 0.17% hits. AID 1416, 2008;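 active means inhibition above the mean inhibition of all tested compounds plus 3 SD, set separately per screening campaign, cut at about 2.9% in these data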;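 further: PERK kinase domain activated by AP20187 dimerizer at 100 nM; 0% = DMSO with dimerizer and 100% = rapamycin at 8.4 µM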
* = called active by the depositor; i = inactive; / = not tested or not shown; [ ] = another dose, or the depositor's remark.

SMILES	m-calpain inh	eIF4E 4G PPI	L929 necroptosis	TNF necrop inh	Mdm2 ligase inh	Cl transport mod	EBV gp42 inh	Rad51 HR inh	PERK inhibitor
O=C(OCc1nnc(-c2ccccc2)o1)c1cn(-c2ccccc2)nc1-c1ccccc1	-28	-7	2.3	1.9	-11	/	-15	12	-1.1
Cc1occc1C(=O)Nc1ccccc1NC(=O)c1ccoc1C	/	/	0.2	-0.3	/	-0.14	/	2	0.5
CC(=O)Nc1ccc(S(=O)(=O)Nc2nc3ccccc3s2)cc1	-17	-1	0.0	-0.2	-4	-0.21	7	1	0.2
Cc1ccc(C(=O)NC2CCN(CC(=O)Nc3cccc([N+](=O)[O-])c3)CC2)cc1	-4	-1	1.8	-0.4	-4	-1	1	/	0.1
O=C(N/N=C/C=C\c1ccccc1[N+](=O)[O-])c1cc(-c2ccccc2)nc2ccccc12	-29	1	-0.2	-5.2	-5	-0.59	-10	37	0.0
Cc1ccc(C(=O)N2CCN(c3ncccn3)CC2)o1	-5	-4[fluorescence artefact?]	0.1	-1.3	-1	-0.31	-7	-7	-0.2
CCCn1c(=N)c(S(=O)(=O)c2ccccc2)cc2c(=O)n3ccccc3nc21	-184	-4	-1.4	-1.7	-8	-1.4	-2	-87	-0.3
CSc1ccc(C#N)cc1NC(=O)c1cccc(Cl)c1	11	0	-0.2	-1.3	-35	/	-26	-3	0.9
Cc1ccc(CNC(=O)CCCC(=O)Nc2cc(C)on2)cc1	-18	4	13	0.7	-4	0.93	-19	-1	1.8
CCOC(=O)C1(Cc2cccc(OC)c2)CCCN(Cc2nccn2CC)C1 (centres undefined)	1	-4	-2.2	-0.1	-2	-0.18	8	0	-0.9

Complete entries, quoted from the list.
Cc1occc1C(=O)Nc1ccccc1NC(=O)c1ccoc1C reads m-calpain inh: /; eIF4E 4G PPI: /; L929 necroptosis: 0.2; TNF necrop inh: -0.3; Mdm2 ligase inh: /; Cl transport mod: -0.14; EBV gp42 inh: /; Rad51 HR inh: 2; PERK inhibitor: 0.5
Cc1ccc(C(=O)N2CCN(c3ncccn3)CC2)o1 reads m-calpain inh: -5; eIF4E 4G PPI: -4[fluorescence artefact?]; L929 necroptosis: 0.1; TNF necrop inh: -1.3; Mdm2 ligase inh: -1; Cl transport mod: -0.31; EBV gp42 inh: -7; Rad51 HR inh: -7; PERK inhibitor: -0.2

Next part
SMILES	m-calpain inh	eIF4E 4G PPI	L929 necroptosis	TNF necrop inh	Mdm2 ligase inh	Cl transport mod	EBV gp42 inh	Rad51 HR inh	PERK inhibitor
CC(C)CN(C(=O)COC(=O)Cc1c[nH]c2ccccc12)C1CCS(=O)(=O)C1 (centres undefined)	-40	1[fluorescence artefact?]	0.8	-0.3	-14	/	-9	1	0.2
Nc1cc(OC(=O)c2cccs2)nn1S(=O)(=O)c1ccc(F)cc1	-4	-1	0.3	0.0	-6	/	-13	-10	1.9
CCn1c(-c2ccccc2)c(C(=O)O)c2ccccc21	-13	2	-0.2	-2.9	-22	/	-3	4	1.7
Cc1ccc2nc(NC(=O)CN3C(=O)C4CC=CCC4C3=O)sc2c1 (centres undefined)	41	0	7.2	3.0	-3	0.38	-8	-7	-0.1
O=C(Nc1ccc2ccccc2c1)c1ccc(Cl)cc1Cl	-43	1	1.7	2.3	-59	0.075	0	10	-0.8
NNC(=O)C1=NOC(CNc2ncc(C(F)(F)F)cc2Cl)C1 (centres undefined)	17	-1	-0.5	-0.9	-7	-0.57	-5	2	-0.8
CCOC(=O)N1CCN(C(=O)C2CCN(CC3CCCCC3)CC2)CC1	-9	-1	0.3	0.8	-5	0.37	-5	/	-0.6
O=C(CCCn1cnc([N+](=O)[O-])n1)Nc1ccc(F)c(Cl)c1	-15	-3	1.4	8.3	-7	1.4	-8	-8	0.4
Cc1ccc(Oc2ccc(-c3nnc(-c4ccccc4)o3)cc2[N+](=O)[O-])cc1C	24	-3	0.2	0.9	-5	1.4	2	10	1.4
CC1CC(C)CN(C(=O)CSc2ccsc2[N+](=O)[O-])C1 (centres undefined)	20	3	-0.9	2.0	-48	0.79	-2	11	0.0

Of the compounds above, these have a halogen:
SMILES	m-calpain inh	eIF4E 4G PPI	L929 necroptosis	TNF necrop inh	Mdm2 ligase inh	Cl transport mod	EBV gp42 inh	Rad51 HR inh	PERK inhibitor
CSc1ccc(C#N)cc1NC(=O)c1cccc(Cl)c1	11	0	-0.2	-1.3	-35	/	-26	-3	0.9
Nc1cc(OC(=O)c2cccs2)nn1S(=O)(=O)c1ccc(F)cc1	-4	-1	0.3	0.0	-6	/	-13	-10	1.9
O=C(Nc1ccc2ccccc2c1)c1ccc(Cl)cc1Cl	-43	1	1.7	2.3	-59	0.075	0	10	-0.8
NNC(=O)C1=NOC(CNc2ncc(C(F)(F)F)cc2Cl)C1 (centres undefined)	17	-1	-0.5	-0.9	-7	-0.57	-5	2	-0.8
O=C(CCCn1cnc([N+](=O)[O-])n1)Nc1ccc(F)c(Cl)c1	-15	-3	1.4	8.3	-7	1.4	-8	-8	0.4

Other compounds
SMILES	m-calpain inh	eIF4E 4G PPI	L929 necroptosis	TNF necrop inh	Mdm2 ligase inh	Cl transport mod	EBV gp42 inh	Rad51 HR inh	PERK inhibitor
Fc1ccccc1Nc1nc(-c2ccncc2)nc2ccccc12	-2	20	8.2	1.4	-13	0.74	2	-13	-0.4
O=c1cc(CSc2nc3ccccc3c(=O)[nH]2)c2ccc(O)cc2o1	-108	-6	0.4	-4.0	0	-2.5	13	9	-0.1
Cc1cccc(NC(=O)c2cccc(Cn3cc(Br)c([N+](=O)[O-])n3)c2)c1C	22	-5	0.9	37	-14	/	-8	0	-1.3
COc1ccc(C(=O)OC(C)CN2CCOCC2)cc1OC (centres undefined)	7	1	2.6	0.7	-24	-0.96	-29	6	0.5
CCC(=O)Nc1cccc(C2=NOC3(C2)C[C@@H](C(N)=O)N(C(=O)c2cc([N+](=O)[O-])cc([N+](=O)[O-])c2C)C3)c1 (some centres undefined)	-16	-6	0.2	2.0	-4	-0.079	-17	-2	/
Cc1cc(-c2ccc(Cl)cc2)oc(=O)c1NC(=O)c1ccccc1	-183	16	-0.2	-1.1	-14	-0.65	-4	-4	-0.5
CCCC12CN3CCN(CC(C3)/C1=N\NC(=O)c1ccc(F)cc1)C2	-17	2	1.2	0.3	-6	0.62	-3	-51	0.8
CSc1nc2ccccc2nc1N(C)S(=O)(=O)c1ccc(C)cc1	39	3	0.1	-2.4	-5	0.59	9	14	-1.8
COc1cc(S(=O)(=O)N(C)C)ccc1Br	13	2	0.7	-1.9	-2	-1.7	-10	1	0.8
CC1CCc2sc3nc(NCc4ccco4)n4ncnc4c3c2C1 (centres undefined)	16	9	-0.4	-1.4	-7	0.06	4	3	0.5
CC1(C)CC(=O)C2=C(C1)OC(N)=C(C#N)C2CCc1ccccc1 (centres undefined)	7	0	-0.3	-1.5	-8	0.019	-3	1	0.8
CCCN1CNC(=S)N(c2ccc(C(=O)OCC)cc2)C1	21	7	-0.5	-1.9	-5	-0.51	-9	4	0.8
Cc1nc2sccn2c(=O)c1CCN1CCC(=C(c2ccc(F)cc2)c2ccc(F)cc2)CC1	12	2	-0.7	-3.6	/	-0.71	-4	-10	-1.5
O=C(Cn1c(COc2ccc(Cl)cc2)nc2ccccc21)NCC(F)(F)F	-8	6[fluorescence artefact?]	3.0	1.7	-9	0.52	-2	-4	-0.2
CCCc1nc2n[nH]c(N)c2c2c1CCCC2	-17	2	44	-3.5	-8	/	-17	-4	0.6
CCCCOC(=O)Nc1ccc(C)c(Cl)c1	34	11	1.0	4.4	-5	0.0019	-3	-4	0.4
CC1=C(C)CC(C(=O)Nc2cccc([N+](=O)[O-])c2)C(C(=O)O)C1 (centres undefined)	2	-5[fluorescence artefact?]	1.0	1.2	-6	0.057	-7	-1	1.6
Cc1cc2nnc(SC3CCCCN(C(=O)c4ccc(F)cc4)C3=O)n2c2ccccc12 (centres undefined)	-62	-3	0.2	0.9	-13	0.61	-3	/	-0.3
COC(=O)NC(NC(=S)Nc1ccccc1OC)C(Cl)(Cl)Cl (centres undefined)	15	-6[fluorescence artefact?]	1.5	-0.6	-11	-0.026	9	1	0.5
O=C(NCCc1ccccc1)c1ccccc1NC(=O)C1CC=CCC1C(=O)O (centres undefined)	3	10[fluorescence artefact?]	0.6	0.2	4	0.6	-13	-24	0.5
COC(=O)c1ccccc1NC(=O)CN1CCC(NC(=O)c2ccc(C)cc2)CC1	15	0	0.2	0.2	-16	-0.29	3	-3	-0.8
CCCCCCCCC(=O)NNC(=O)c1c(O)c2ccccc2n(CC)c1=O	-146	0	6.8	-0.3	-4	9.5*	-16	-24	-0.1
CCN(CC)CCCNC(=O)c1nn(-c2ccccc2OC)c(=O)c2ccccc12	1	-3	-0.1	0.6	-8	0.17	-16	-3	-0.3
O=c1c2ccc(Cl)cc2nc(-c2cccc(C(F)(F)F)c2)n1O	8	-2	0.4	-11	1	/	-11	15	-1.0
O=C(N/N=C/c1cccc(OCc2ccccc2)c1)c1cccs1	17	5[fluorescence artefact?]	0.4	1.0	-30	0.24	-10	8	-0.7
CCO[C@H]1OC(C(=O)N2CCCCCCC2)=C[C@@H](c2ccccc2)[C@@H]1CCCO	2	4	0.0	-0.6	/	0.95	-11	/	0.4
Cc1ccc2nc(NC(=O)C3CCCN(S(=O)(=O)c4cnc[nH]4)C3)sc2c1 (centres undefined)	17	-2	7.3	3.9	-14	-0.49	-9	-1	0.2
COc1ccc(NS(=O)(=O)c2cc(S(C)(=O)=O)ccc2C)cc1	-2	5	0.4	0.5	3	-0.15	-12	-3	0.9
Cc1ccc(C)c(NC(NC(=O)c2cccnc2)C(Cl)(Cl)Cl)c1 (centres undefined)	11	5[fluorescence artefact?]	0.1	-3.0	-10	/	8	-2	0.7
CCN1C(=O)/C(=C/C=C2/SCCN2C)SC1=S	4	-8	0.1	-2.1	-30	0.91	-287	i	1.2
CCCC(=O)Nc1ccc(C(=O)Nc2cccc(OC)c2)cc1	-6	4	0.1	4.8	7	0.57	3	/	0.8
COc1ccc(C2=NN(C(=O)CSc3ncccn3)C(c3cccc(OC)c3OC)C2)cc1 (centres undefined)	-84	-1	1.0	1.0	9	/	-3	-2	-0.4

Rows were taken by chance (roughly 3.6% active in at least one column).
